# From PubChem
# TbREL1 primary: TbREL1 inhibition, primary screen | TbREL1 RNA ligation, FRET fluorescence | P86926 | inhibition, % at 9.66 µM | AID 1117264 | 89,000 tested, 0.49% active;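 active = inhibition above the mean inhibition across all screened compounds plus 3 SD, cut at about 11% in these data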;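 note: 0% = plate median of test wells and 100% = NSC42067 control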
# Target sequence (P86926 whole entry, looked up): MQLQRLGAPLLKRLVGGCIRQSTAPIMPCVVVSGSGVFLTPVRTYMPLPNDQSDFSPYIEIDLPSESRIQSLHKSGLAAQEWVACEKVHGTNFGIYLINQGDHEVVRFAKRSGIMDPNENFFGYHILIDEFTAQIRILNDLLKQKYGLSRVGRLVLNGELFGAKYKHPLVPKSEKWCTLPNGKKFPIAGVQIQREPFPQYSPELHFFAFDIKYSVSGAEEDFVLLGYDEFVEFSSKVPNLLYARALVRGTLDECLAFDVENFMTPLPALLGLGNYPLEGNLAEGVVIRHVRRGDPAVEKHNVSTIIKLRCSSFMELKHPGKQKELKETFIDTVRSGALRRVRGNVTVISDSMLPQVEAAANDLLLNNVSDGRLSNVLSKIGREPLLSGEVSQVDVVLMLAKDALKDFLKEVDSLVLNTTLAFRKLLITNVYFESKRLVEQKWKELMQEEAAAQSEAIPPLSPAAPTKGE
# An asterisk follows results filed as active; & = joins results of further samples. These rows are one share of the data, so the mix of outcomes need not match the whole.
SMILES,TbREL1 primary
O=C(NCCCC1CCCC1)C1CCC(=O)N(Cc2ccccc2F)C1 (stereo unspecified),-2.5
Cc1nnc(NC(=O)C2CCN(S(=O)(=O)c3ccc(F)c(F)c3)CC2)o1,-0.9
COc1ccc(C[C@H]2CN3C(=NC[C@@H]3Cc3ccc(O)cc3)N2CCNC(=O)c2ccc(C)c(Br)c2)cc1,9.4
Nc1nc(N)c2cc([N+](=O)[O-])ccc2n1,5.4
CCCCCCCCc1c(O)nc(-n2[nH]c(C)c(CCO)c2=O)[nH]c1=O,-9.2
COc1cc(OC)cc(C(=O)NCCC(=O)NCCc2ccc(OC)c(OC)c2)c1,2.4
O=C(C[C@H]1C[C@@H]2c3cc(NS(=O)(=O)c4ccccc4)ccc3O[C@@H]2[C@H](CO)O1)N1CCOCC1,1.1
COc1cc(C)c(C#N)c(OC)n1,0.5
C=CCn1c(N)c(C(=O)Nc2cccc(C)c2)c2nc3ccccc3nc21,6.7
Cc1ccc(C)c(NC(=O)C2=CCN(S(=O)(=O)c3ccc(F)cc3)CC2)c1,0.9
Cc1nc2ncnn2c(N2CCCC(C(=O)Nc3ccc4c(c3)CCC4)C2)c1C (stereo unspecified),-2.6
COCCNC(=O)[C@@]1(C)C=C[C@@H](Cc2ccccc2)N1C(=O)c1ccccc1,-0.4
C=CC[C@@H](CC(=O)N(CCO)Cc1ccccc1)C(=O)N[C@@H](C)COC(=O)[C@@H](CC=C)Cc1ccc(F)cc1,-1.8
CCCCN(CC)Cc1ccc(CNC(=S)Nc2cccc(F)c2)o1,-2.7
CCOc1ccc(OCCCC(=O)Nc2cc(S(=O)(=O)N3CCOCC3)ccc2N2CCOCC2)cc1,-1.3

# Random excerpt: 2 compounds from above, in no set order.
SMILES,TbREL1 primary
Cc1nnc(NC(=O)C2CCN(S(=O)(=O)c3ccc(F)c(F)c3)CC2)o1,-0.9
C=CC[C@@H](CC(=O)N(CCO)Cc1ccccc1)C(=O)N[C@@H](C)COC(=O)[C@@H](CC=C)Cc1ccc(F)cc1,-1.8

# Filtered by structure, the compounds so far containing four or more nitrogen atoms (6)
SMILES,TbREL1 primary
Cc1nnc(NC(=O)C2CCN(S(=O)(=O)c3ccc(F)c(F)c3)CC2)o1,-0.9
COc1ccc(C[C@H]2CN3C(=NC[C@@H]3Cc3ccc(O)cc3)N2CCNC(=O)c2ccc(C)c(Br)c2)cc1,9.4
Nc1nc(N)c2cc([N+](=O)[O-])ccc2n1,5.4
CCCCCCCCc1c(O)nc(-n2[nH]c(C)c(CCO)c2=O)[nH]c1=O,-9.2
C=CCn1c(N)c(C(=O)Nc2cccc(C)c2)c2nc3ccccc3nc21,6.7
Cc1nc2ncnn2c(N2CCCC(C(=O)Nc3ccc4c(c3)CCC4)C2)c1C (stereo unspecified),-2.6

# Next results
SMILES,TbREL1 primary
CSC1=C(C#N)C(c2ccncc2)C(C(=O)Nc2ccccc2)=C(C)N1 (stereo unspecified),8.6
COc1ccccc1NC(=O)[C@@H]1CCCN1S(=O)(=O)c1ccc(Cl)cc1,0.4
CCc1ccc(C(=O)CN2C(=O)NC(C)(CCc3ccccc3)C2=O)cc1 (stereo unspecified),-0.6
CC(C)N1CCCCC(NC(=O)c2cccs2)C1=O (stereo unspecified),5.1
COc1ccc(NC(=O)N2CCCC(C(=O)Nc3cccc(C)c3C)C2)cc1 (stereo unspecified),-5.2
COc1ccc(-c2ccc(CN3C(CC(C)C)C(=O)N(Cc4cn(CCC5OCCO5)nn4)CCS3(=O)=O)cc2)cc1OC (stereo unspecified),-2.6
O=C(CCl)NN1C(=O)NC(c2ccccc2)(c2ccccc2)C1=O,0.1
COCCCN(C(=O)Cc1coc2cc(C)c(C)cc12)c1c(N)n(Cc2ccccc2)c(=O)[nH]c1=O,-3.5
Cc1cc(Br)ccc1OCc1nc(-c2cccnc2)no1,0.4
COc1cc(C(=O)Nc2ccc3c(c2)OCO3)ccc1-n1cnnn1,3.7
Cc1csc(NC(=O)CSc2nc3nc(C)cc(C)n3n2)n1,1.7
CC(C)(C)CC(C)(C)NCC(O)COc1ccc2c(c1)CCC2 (stereo unspecified),6.4
Cc1cccc(C)c1NC(=O)C1CCCN1S(=O)(=O)c1ccccc1 (stereo unspecified),-0.8
COc1cc2cc(CN(CCN3CCCC3)C(=O)Nc3ccccc3Cl)c(=O)[nH]c2cc1OC,2.6
Cc1ccc2c(c1)c1c3n2CCCNC3CCC1 (stereo unspecified),-3.5
C[C@@]12CCC=C[C@H]1[C@H](c1ccc(C(F)(F)F)cc1)N(Cc1ccccc1)C2=O,5.3
CN1CCN(S(=O)(=O)c2ccc(N(C)Cc3ccc(C(F)(F)F)cc3)c([N+](=O)[O-])c2)CC1,2.6
Cc1c(NC(=O)C(=O)/C=C(/O)c2ccccc2)c(=O)n(-c2ccccc2)n1C,-2.8
Cc1cc2c(SCC(=O)NC3CCCC3)ncnc2s1,-1.2
CC(=O)c1cccc(NC(=O)Nc2csc3c2CCCC3)c1,-1.6
Cc1ccc(N(CC(=O)NC2CCCC2)C(=O)c2ccc(C)s2)cc1,1.8
COC(=O)c1cc2ccccc2oc1=O,-3.1
CCC(CC)CN1CCN=C1N(C)C,-0.1
CC(NCc1ccc(S(N)(=O)=O)cc1)C(=O)N1c2ccccc2CC1C (stereo unspecified),0.7
COCCCNC(=O)c1ccccc1NS(=O)(=O)c1ccc(C)cc1,2.2
O=C(NNc1ncnc2c1cnn2-c1cccc(Cl)c1)c1ccco1,-5.8
COc1ccccc1CNc1nc2nc3c(c(=O)n2[nH]1)CCC3,-0.6
Cc1cc(C)nc(NC2=NCCN2C(=S)Nc2c(C)cccc2C)n1,3.2
CC(=O)NS(=O)(=O)c1ccc(NC(=O)c2ccc(Br)o2)cc1,0.0
O=c1oc2c(CN3CCN(CCO)CC3)c(O)ccc2cc1-c1ccccn1,-1.9
COc1ccc(NC(=O)COC(=O)c2ccc([N+](=O)[O-])o2)cc1Cl,0.6
COC(=O)c1ccccc1NC(=O)CSc1ncn[nH]1,2.9
Cc1ccc(CNC(=O)c2ccc(N3CCC4(CC3)CC(c3cccc(Br)c3)=NO4)c([N+](=O)[O-])c2)cc1,-1.6
C#CCN1CC(N(C)CCOC(=O)c2ccc(C(C)(C)C)cc2)CS1(=O)=O (stereo unspecified),-1.2
CCCCc1ccc(NC(=O)CSC2=C(C#N)C(c3ccco3)C3=C(CCCC3=O)N2)cc1 (stereo unspecified),0.5
O=C(Cc1c[nH]c2ccccc12)Nc1ccc(Nc2cccnc2)c(-c2cc(F)cc(F)c2)c1,-1.0
CCC1Nc2ncnc(N3CCN(c4ccccc4)CC3)c2N(Cc2ccccc2)C1=O (stereo unspecified),-3.8&-2.3
CC(=O)Nc1ccc(NS(=O)(=O)c2ccc(C)cc2)cc1[N+](=O)[O-],5.8
CC1Cc2ccccc2N1C(=O)CSc1nncs1 (stereo unspecified),-2.3
Cc1cc(C)c(NC(=O)CSc2nnnn2-c2cccnc2)c(C)c1,-3.3
O=[N+]([O-])c1ccc2oc(C3CCCCC3)nc2c1,-0.1
O=C(C[C@@H]1C/C=C\CC[C@H](Cc2ccc(F)cc2)C(=O)OC[C@@H]2CCCN2C1=O)N[C@H](CO)Cc1ccccc1,5.2
CN=C1SC(CC(=O)Nc2ccc(F)cc2F)C(=O)N1/N=C/c1ccc(OC(F)F)c(OC)c1 (stereo unspecified),-5.5
O=C(CCC(=O)N1CCSc2ccccc21)NCc1ccccc1,-1.2
CCOc1ccccc1N(CC(=O)Nc1cccc2ccccc12)S(C)(=O)=O,-1.2
CCCCn1nc2cc(C(=O)NCc3ccccc3OC)ccc2c1OCC,0.3
COc1ccc(OC)c(C2C(C(=O)c3cccs3)=C(O)C(=O)N2CCN(C)C)c1 (stereo unspecified),-1.4
CCOC(=O)C1=C(C)N(CCCCCC(=O)O)C(=O)NC1c1ccc(Br)cc1 (stereo unspecified),-2.3
CC(C)COc1cccc(C(=O)Nc2ccc(S(=O)(=O)N3CCOCC3)cc2)c1,2.5
CCOC(=O)c1c(C)[nH]c(C)c1C(=O)COC(=O)c1cccnc1SC,4.8
CCC(=O)c1cn([C@H](CCC(OC)OC)CC(=O)OC(C)(C)C)cc1CC,-1.4
O=C(COc1ccccc1)Nc1cccc(-c2nnc(-c3ccccc3)o2)c1,1.9
CCOC1OC2C(CO)OC(n3cnc4c(N)ncnc43)C2O1 (stereo unspecified),6.3
COc1ccc(NC(=O)CN(C)C(=O)c2cn(-c3ccccc3)nc2-c2cccs2)cc1,3.3
CN1CCN(c2ccc(S(=O)(=O)N3CCCCC3)cc2NC(=O)/C=C/c2ccc(Cl)c([N+](=O)[O-])c2)CC1,-1.9
Cc1cnc(C(=O)OCC(=O)c2ccc(F)c(F)c2)cn1,2.1
COc1ccc2nc(SCc3ccccc3)nc(C)c2c1,5.9
COCCNC(=O)c1ccc2ccccc2n1,1.3
COc1ccccc1NC(=O)C1CCCN1S(=O)(=O)c1ccc(Cl)cc1 (stereo unspecified),-3.1
O=C(NCc1cccs1)c1cccc2c(-c3cccnc3)coc12,0.8
# The list goes on:
SMILES,TbREL1 primary
Cc1ccc(S(=O)(=O)NNC(=O)CC#N)cc1,0.6
NC(=O)c1ccc(OCc2ccccc2)nc1,8.2
CCN(CC)C(=O)CSc1nc2c(sc(=S)n2-c2ccccc2)c(=O)n1Cc1ccco1,4.0
CC(C)(C)OC(=O)C[C@@H]1C/C=C\C[C@H](CC(=O)NCCO)C(=O)NC[C@H](c2ccccc2)OC1=O,0.4
CCOc1ccc(C2C(C(=O)c3ccc(C)o3)=C(O)C(=O)N2CCCN(CC)CC)cc1 (stereo unspecified),-2.1
CCCc1nnc(NC(=O)COc2ccc3c(c2)OCO3)s1,4.8
C[C@H]1C2CC(OC(=O)Nc3cccc(Cl)c3)C(C2)[C@H]2CCCCN21 (stereo partly specified),8.4
N#Cc1cc(Br)ccc1N=C1CCCN1c1ccccc1,3.9
COC(=O)c1c(NC(=O)C2CC2)sc2c1CCCC2,-0.5
Cc1cc(O)c2/c(=N\N)c(-c3csc(C)n3)coc2c1,1.3
COc1cc(N2C(=O)c3ccccc3C2=O)c(Cl)cc1C(=O)OCC(=O)N(C)C,-0.9
COc1ccc(OC)c(-c2nnc3n2N=C(c2ccc(OC(F)F)c(OCC4CC4)c2)CS3)c1,-1.4
Cc1cc(C(=O)COC(=O)CN=C2NS(=O)(=O)c3ccccc32)c(C)n1CCc1ccc(Cl)cc1,4.6
Cc1ccc(-n2sc3cc(F)ccc3c2=O)c(C)c1,3.8
C/C(=N\Nc1nncc2ccccc12)c1ccc(Cl)c([N+](=O)[O-])c1,-1.6
O=C(CSc1nc2ccccc2c(=O)[nH]1)Nc1ccccc1O,-2.9
CCCCn1c(N)c(N(Cc2ccccc2OC)C(=O)COc2ccccc2C#N)c(=O)[nH]c1=O,-2.4
COc1ccccc1CC(=O)N(Cc1ccccc1)c1ccc(C)cc1,1.3
COc1cccc(/C=N/n2cncn2)c1OCC#N,1.8
COc1ccc(C(C)=O)cc1Cn1c(=O)cc(C)[nH]c1=O,-0.8
COCCCNC(=O)C[C@H]1C[C@@]2(C(=O)OC)C(=C[C@H](C(C)C)O[C@@H]2C2CC2)N(Cc2ccc(Cl)cc2Cl)C1=O,-4.1
COc1ccccc1-n1c(SCC(=O)N2CCCC2)nnc1-c1ccccc1,-3.3
CCOC(=O)C(=CNc1cc(Cl)c(-c2ccco2)c(Cl)c1)C(=O)OCC,-0.1
CCc1ccc(/C=N/NC(=O)c2c[nH]c3ccccc23)s1,3.7
CC(=O)N1CCc2cc(Br)cc(S(=O)(=O)NCCCN(C)Cc3ccccc3)c21,-0.4
CCOc1ccc(N(CC(=O)NC2CCCCCC2)S(=O)(=O)c2c(C)noc2C)cc1,-0.8
CC(=O)Nc1cccc(C(=O)NCCc2ccco2)c1,3.7
O=C(O)C/C(=C\c1ccc2c(c1)OCO2)c1nc2ccccc2s1,5.5
NC(=O)N(CCC(=O)O)c1ccccc1,2.4
COc1cccc(-c2nn(-c3ccccc3)cc2CN2CCCO2)c1,-1.7
CCN(Cc1ccccc1)S(=O)(=O)c1nc2nc(C)c(C)c(C)n2n1,-0.7
COc1ccccc1CNC(=O)CSC(=S)N1CCCC1,-2.6
COc1cccc(-c2c(-c3cc(OC)cc(OC)c3)n(C)c3ccc(-c4ccc5cc[nH]c5c4)cc23)c1,-1.3
Cc1cc2c(c(=O)o1)C(Cc1ccccc1)C(C#N)=C(N)O2 (stereo unspecified),-1.7
Cc1ccc(OCCSc2nnc(NC(=O)c3ccco3)s2)cc1,0.4
Cc1ccc(S(=O)(=O)N2CCOCC2)cc1C(=O)NC1CCCC1,-1.8
Oc1cc2ccccc2cc1-c1n[nH]c(=S)o1,0.9
Cc1nc2oc3ccc(F)cc3c(=O)c2cc1C(=O)NC(C)(C)C,-1.6
CCCn1c(N)c(C(=O)COC(=O)CNC(=O)c2ccccc2OCC)c(=O)[nH]c1=O,0.3
Cc1cc(NC(=O)c2cc([N+](=O)[O-])cc([N+](=O)[O-])c2)no1,-3.8
O=C(CC1Sc2ccccc2NC1=O)OC(C(=O)NCCc1ccccc1)c1cccnc1 (stereo unspecified),-1.7
O=C(CSc1nc2ccsc2c(=O)n1Cc1ccccc1)NCc1ccco1,0.3
COc1ccc(C(C#N)N2CCC(c3ccccc3)=N2)cc1OC (stereo unspecified),1.3
Clc1ccc(CSc2nnc([C@@H]3CCCN3)o2)cc1,1.0
COC(=O)C1=C[C@@H](C(=O)OC)[C@@H]2C3=C(C(=O)[C@]2(C)NC(=O)c2ccccc2)[C@H](C)n2c(=O)n(-c4ccccc4)c(=O)n2[C@@H]3C1,-0.7

# Of the compounds above, 3 contain a COOH group.
SMILES,TbREL1 primary
CCOC(=O)C1=C(C)N(CCCCCC(=O)O)C(=O)NC1c1ccc(Br)cc1 (stereo unspecified),-2.3
O=C(O)C/C(=C\c1ccc2c(c1)OCO2)c1nc2ccccc2s1,5.5
NC(=O)N(CCC(=O)O)c1ccccc1,2.4

# The listing continues.
SMILES,TbREL1 primary
CC1(C(=O)Nc2ccc3c(c2)OCO3)CC1(Cl)Cl (stereo unspecified),3.0
COc1cc(C(=O)NCC2CCCCC2)cc(OC)c1OC,-4.9
Cc1sc2ncnc(N3CCC(C(=O)Nc4ccc(S(N)(=O)=O)cc4)CC3)c2c1C,1.6
O=C(NN1C(=O)c2ccccc2NC1c1ccoc1)c1ccc([N+](=O)[O-])cc1 (stereo unspecified),0.3
CCC(=O)n1nc(NCc2ccccc2OC)nc1NCc1ccccc1OC,-4.1
CC1(c2ccccc2Cl)NC(=O)N(CC(=O)Nc2ccc3c(c2)OCO3)C1=O (stereo unspecified),0.1
